L major viab: reduces viability of Leishmania major promastigotes; inhibition, % at 10 µM; resazurin fluorescence viability; 9% of 200,000 active; in the data active means inhibition above about 50%;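 further: promastigotes grown with compound for 44 hours at 28 °C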
Hsp70 act: switches on Hsp70 transcription | HeLa Hsp70 promoter luciferase reporter, luminescence; scaled: vehicle 0, proteasome-inhibitor control 100% | activation, % at 10 µM | 0.04% of 200,000 active;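 active means activation above the mean across all tested compounds plus 3 SD, cutoff set per campaign, cut at about 5.5% in these data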;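 further: 100% = MG132 at 30 µM as the positive control and 0% = DMSO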
Efa HMGR inh: inhibitors of class II HMG-CoA reductase from Enterococcus faecalis. purified E. faecalis HMGR, NADPH absorbance 340 nm kinetic. 0.41% of 190,000 active. AID 1066. inhibition, % at 10 µM;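 active means inhibition above a set limit, the median over all tested compounds plus 3 SD, cut at about 9.5% in these data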;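 further: enzyme runs in reverse so mevalonate oxidation gives rising NADPH absorbance; 0% = complete reaction with DMSO and 100% = background rate lacking mevalonate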
TNAP inh hiacc: TNAP (human) inhibition, high acceptor. P05186. purified TNAP, CDP-star luminescence, 1 M DEA. inhibition, % at 20 µM. 0.03% of 200,000 active. AID 1135;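 active means over 50% inhibition of tissue-nonspecific alkaline phosphatase at 20 µM in the single-dose screen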;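 further: plate controls were DMSO wells for no effect and EDTA-quenched wells as full inhibition for full effect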
S1P3 antag: blocks the human S1P3 receptor; Q99500; CHO S1P3 NFAT-BLA reporter, FRET fluorescence, antagonist mode; inhibition, % at 4.98 µM; 0.27% of 170,000 active; AID 485;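 active means inhibition above the plate cutoff, the mean inhibition of test wells on that plate plus 3 SD, cut at about 28% in these data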;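 further: cells challenged with S1P at its EC80 of 0.8 µM; blue over green emission ratio from cleaved BLA substrate after 4 h stimulation; 0% = S1P-stimulated wells and 100% = unstimulated DMSO-only wells; some compounds past the cut are filed as inactive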
Target sequence (Q99500 whole entry, looked up): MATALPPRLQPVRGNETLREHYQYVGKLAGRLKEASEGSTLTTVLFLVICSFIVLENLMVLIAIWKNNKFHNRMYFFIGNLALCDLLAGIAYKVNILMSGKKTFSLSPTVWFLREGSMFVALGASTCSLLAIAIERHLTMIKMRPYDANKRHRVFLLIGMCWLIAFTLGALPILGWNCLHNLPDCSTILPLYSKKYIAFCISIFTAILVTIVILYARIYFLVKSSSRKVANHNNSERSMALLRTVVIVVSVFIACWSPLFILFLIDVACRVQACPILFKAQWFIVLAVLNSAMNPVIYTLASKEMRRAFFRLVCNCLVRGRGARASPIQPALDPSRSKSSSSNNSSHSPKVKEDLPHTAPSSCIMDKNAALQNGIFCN
PMI act satM6P: PMI (human) activation, high substrate. P34949. coupled PMI enzyme assay, resazurin fluorescence, 20 min; active compounds read high; 1 = untreated enzyme, 0 = substrate-free blank. activation factor at 20 µM. 0.34% of 190,000 active. AID 1216;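 active means activation factor of 2 or more at 20 µM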
Target sequence (P34949 whole entry, looked up): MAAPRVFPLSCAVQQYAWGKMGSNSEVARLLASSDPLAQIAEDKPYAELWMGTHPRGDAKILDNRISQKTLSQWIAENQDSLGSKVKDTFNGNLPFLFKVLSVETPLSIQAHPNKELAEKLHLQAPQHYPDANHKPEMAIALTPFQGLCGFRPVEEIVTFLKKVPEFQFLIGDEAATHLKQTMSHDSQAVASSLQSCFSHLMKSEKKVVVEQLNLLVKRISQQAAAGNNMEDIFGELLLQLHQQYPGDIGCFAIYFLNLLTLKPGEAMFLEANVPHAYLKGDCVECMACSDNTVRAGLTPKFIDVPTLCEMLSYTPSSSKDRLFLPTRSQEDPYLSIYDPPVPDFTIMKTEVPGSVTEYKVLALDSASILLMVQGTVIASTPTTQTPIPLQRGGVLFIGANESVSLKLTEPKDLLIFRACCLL
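Technique: Diaphorase-driven resazurin-to-resorufin fluorescence, excitation 544, emission 590 nm | Assay system: Human PMI in coupled enzyme assay | Times: Enzyme reaction with compound 20 min at room temperature | Medium: HEPES-buffered pH 7.4 with magnesium and detergent | Reagent: Mannose-6-phosphate 1.0 mM (near-saturating) plus 0.22 mM NADP+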
RAM network inh: inhibitors of the yeast RAM network; S. cerevisiae dse1pr::URA3 reporter, 5-FOA growth OD615, 2 d; analog-sensitive cbk1-as2 kinase mutant strain; inhibition, % at 50 µM; 1.8% of 190,000 active; AID 868;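 active means inhibition above a set limit, 3 SD over mean compound inhibition, cut at about 8.4% in these data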;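 further: 0% = DMSO-only wells with no growth and 100% = 10 µM 1-NA-PP1 full growth; inhibition rescues growth on 5-FOA so higher OD means more RAM inhibition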
PMI act: phosphomannose isomerase (human) activation; activation factor at 20 µM; 0.005% of 190,000 active; purified human PMI, coupled resazurin fluorescence, 20 min; active compounds read high; 1 = vehicle control, 0 substrate-free wells; P34949;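 active means activation factor of 2 or more at 20 µM, relative to plate controls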
Redox H2O2 prof: compounds producing H2O2 with reducing agent – biochemical, NIH compound library profiling, artefact control for MLSCN library redox annotation, primary screen | 0.03% of 200,000 active | DTT-dependent redox cycling H2O2, phenol red/HRP absorbance; 100% = 100 µM peroxide control, 0% = buffer | activation, % at 10 µM;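 active means activation of at least 50% relative to the plate's high and low controls in the primary single-dose screen; inactive means activation below 50%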;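 further: compound incubated with DTT at 0.8 mM final as the reducing agent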
TNAP inh noacc: TNAP (human) inhibition, acceptor-free conditions | AID 1012 | inhibition, % at 20 µM | P05186 | 0.26% of 200,000 active | purified TNAP, CDP-star luminescence, 30 min;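 active means tissue-nonspecific alkaline phosphatase inhibition above about 50% at 20 µM in the single-dose screen, limit read from the data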;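 further: 0% = DMSO negative control and 100% = EDTA positive control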
* = called active by the depositor.

What do the screens show for `COc1ccc(C)cc1NC(=O)CN1C(=O)c2ccccc2S1(=O)=O`?
L major viab: -9; Efa HMGR inh: -1; TNAP inh hiacc: 4; S1P3 antag: -27; PMI act satM6P: 0.9; RAM network inh: 3.1; PMI act: 1; Redox H2O2 prof: -1.3; TNAP inh noacc: -7

Results for O=C(NCCN1CCOCC1)c1ccc(-c2ccccc2)cc1 ?
L major viab: 6; Hsp70 act: -0.2; Efa HMGR inh: 1; TNAP inh hiacc: 5; S1P3 antag: 10; PMI act satM6P: 1.1; RAM network inh: 2.2; PMI act: 1.1; Redox H2O2 prof: 0.4; TNAP inh noacc: -3

How did Cc1nccn1CCCN1C(=O)OC2(CCCCC2)C1(C)O (centres undefined) do in these assays?
L major viab: -4; Hsp70 act: -0.4; Efa HMGR inh: 1; TNAP inh hiacc: 1; S1P3 antag: -6; PMI act satM6P: 1.1; RAM network inh: 1.0; PMI act: 1.1; Redox H2O2 prof: -0.2; TNAP inh noacc: -2

Results for COCCn1nnnc1C(c1ccc2ncccc2c1)N1CCc2ccccc21 (centres undefined) ?
L major viab: 1; Hsp70 act: -0.1; Efa HMGR inh: -1; TNAP inh hiacc: -6; S1P3 antag: -9; PMI act satM6P: 0.9; RAM network inh: 0.5; PMI act: 1; Redox H2O2 prof: -2.4; TNAP inh noacc: -3

Results for CCCCCn1c(=O)[nH]c2c(c1=O)CCC2 ?
L major viab: 1; Hsp70 act: -0.3; Efa HMGR inh: -2; TNAP inh hiacc: -3; PMI act satM6P: 1; RAM network inh: 0.5; PMI act: 0.9; Redox H2O2 prof: -1.3; TNAP inh noacc: -13

How did CCC(=O)Nc1c(C(=O)Nc2ccc3c(c2)OCCO3)oc2ccccc12 do in these assays?
L major viab: 38; Hsp70 act: -0.5; Efa HMGR inh: -8; TNAP inh hiacc: -4; S1P3 antag: -3; PMI act satM6P: 1.1; RAM network inh: 1.6; PMI act: 1; Redox H2O2 prof: -0.5; TNAP inh noacc: -5

Results for CCN(CC)CCN1C(=O)c2ccccc2NC1c1cc(OC)c(OC)c(OC)c1 (centres undefined) ?
L major viab: 5; Hsp70 act: 0.3; Efa HMGR inh: -2; TNAP inh hiacc: -5; PMI act satM6P: 1; RAM network inh: 1.2; PMI act: 1; Redox H2O2 prof: -0.1; TNAP inh noacc: -12

Results for CCOC(=O)N1CCN(C(=O)Nc2cccc(Cl)c2)CC1 ?
L major viab: -2; Hsp70 act: -0.2; Efa HMGR inh: 0; TNAP inh hiacc: -2; PMI act satM6P: 1.1; RAM network inh: 1.6; PMI act: 1; Redox H2O2 prof: -0.1; TNAP inh noacc: -21

What do the screens show for `COCCn1c(C)cc(C(=O)COc2ccc(C)nc2[N+](=O)[O-])c1C`?
L major viab: -2; Hsp70 act: -0.4; Efa HMGR inh: 13*; TNAP inh hiacc: 6; S1P3 antag: -1; PMI act satM6P: 0.5; RAM network inh: 1.5; PMI act: 0.8; Redox H2O2 prof: 0.6; TNAP inh noacc: 1

What do the screens show for `CN(C)/C=C(\C(=O)c1ccc(F)cc1F)c1nnnn1-c1ccccc1`?
L major viab: 0; Hsp70 act: -0.2; Efa HMGR inh: -2; TNAP inh hiacc: -1; S1P3 antag: -5; PMI act satM6P: 1; RAM network inh: 1.9; PMI act: 1; Redox H2O2 prof: 0.0; TNAP inh noacc: -7

How did O=C(CSc1nc2ccccc2[nH]1)NC1CCCc2ccccc21 (centres undefined) do in these assays?
L major viab: 5; Hsp70 act: -0.1; Efa HMGR inh: -2; TNAP inh hiacc: -1; S1P3 antag: 5; PMI act satM6P: 1; RAM network inh: -0.1; PMI act: 0.9; Redox H2O2 prof: 0.3; TNAP inh noacc: -18

How did Cc1ccc(OCC(=O)NC2CCCC2)c(C)c1 do in these assays?
L major viab: -1; Hsp70 act: -0.4; Efa HMGR inh: 2; TNAP inh hiacc: 1; PMI act satM6P: 1; RAM network inh: -0.8; PMI act: 1; Redox H2O2 prof: 0.3; TNAP inh noacc: -8

How did O=C(NCCCn1ccnc1)c1noc2c1CCCC2 do in these assays?
L major viab: -5; Hsp70 act: -0.1; Efa HMGR inh: -2; TNAP inh hiacc: -7; S1P3 antag: 10; PMI act satM6P: 1; RAM network inh: 1.7; PMI act: 0.9; Redox H2O2 prof: -2.4; TNAP inh noacc: -11

What do the screens show for `COCc1nnc(NS(=O)(=O)c2ccc([N+](=O)[O-])cc2)s1`?
L major viab: -8; Hsp70 act: -0.2; Efa HMGR inh: 0; TNAP inh hiacc: -1; PMI act satM6P: 1.7; RAM network inh: 0.0; PMI act: 1.3; Redox H2O2 prof: 0.0; TNAP inh noacc: -11

Results for O=C(c1cnn2c1NC(c1ccco1)CC2C(F)(F)F)N1CCN(c2cccc(Cl)c2)CC1 (centres undefined) ?
L major viab: 10; Hsp70 act: 0.4; Efa HMGR inh: -3; TNAP inh hiacc: 2; S1P3 antag: 8; PMI act satM6P: 1; RAM network inh: 4.7; PMI act: 0.8; Redox H2O2 prof: 1.0; TNAP inh noacc: 5

What do the screens show for `CCOc1ccccc1Nc1nc(-c2sc(C)nc2C)cs1`?
L major viab: -1; Hsp70 act: -0.3; Efa HMGR inh: 1; TNAP inh hiacc: 1; S1P3 antag: 5; PMI act satM6P: 0.9; RAM network inh: 0.4; PMI act: 0.9; Redox H2O2 prof: -0.8; TNAP inh noacc: -2

Results for CN(C)c1ccc(/C=C2\SC(=O)N(CC(O)Cn3c4ccccc4c4ccccc43)C2=O)cc1 (centres undefined) ?
L major viab: 9; Hsp70 act: -0.1; Efa HMGR inh: -3; TNAP inh hiacc: 20; S1P3 antag: -13; PMI act satM6P: 1; RAM network inh: 5.3; PMI act: 0.9; Redox H2O2 prof: 0.5; TNAP inh noacc: 9

Results for CCN(CC)S(=O)(=O)c1ccc2c(c1)N(CC(=O)N(CCc1ccncc1)C(C)C)C(=O)CO2 ?
L major viab: 4; Hsp70 act: 0.0; Efa HMGR inh: -5; TNAP inh hiacc: 0; S1P3 antag: 0; PMI act satM6P: 1.1; RAM network inh: 1.9; PMI act: 1; Redox H2O2 prof: -0.9; TNAP inh noacc: -5

What do the screens show for `Cc1cc(NC(=O)c2cccc3ccccc23)cc(C)c1OCC(=O)N1CCOCC1`?
L major viab: 8; Hsp70 act: -0.2; Efa HMGR inh: -1; TNAP inh hiacc: -2; PMI act satM6P: 1; RAM network inh: 6.0; PMI act: 1; Redox H2O2 prof: -4.0; TNAP inh noacc: -4

What do the screens show for `COC(=O)[C@@]1(Cc2ccc(F)cc2)[C@H]2c3cc(C(=O)N(C)C)n(CCc4ccccn4)c3C[C@H]2CN1C(=O)c1ccccc1`?
L major viab: 91*; Hsp70 act: -0.2; Efa HMGR inh: -8; TNAP inh hiacc: -6; S1P3 antag: -1; PMI act satM6P: 1.1; RAM network inh: -0.5; PMI act: 1; Redox H2O2 prof: 0.3; TNAP inh noacc: -9

Results for O=C(Nc1ccc(C(=O)NN2C(=O)c3ccccc3C2=O)cc1)c1ccccc1 ?
L major viab: -8; Hsp70 act: 0.1; Efa HMGR inh: -3; TNAP inh hiacc: -2; S1P3 antag: -7; PMI act satM6P: 1.1; RAM network inh: 6.6; PMI act: 1.1; Redox H2O2 prof: -0.5; TNAP inh noacc: 0

What do the screens show for `Cc1cc(C)c(C#N)c(SCc2cn3ccccc3n2)n1`?
L major viab: 12; Hsp70 act: -0.4; Efa HMGR inh: -3; TNAP inh hiacc: -2; S1P3 antag: -2; PMI act satM6P: 1.2; RAM network inh: 0.4; PMI act: 1.1; Redox H2O2 prof: -0.7; TNAP inh noacc: -10

What do the screens show for `Cn1c(SCC(=O)Nc2cccc3ccccc23)nc(O)cc1=O`?
L major viab: -4; Hsp70 act: -0.1; Efa HMGR inh: -3; TNAP inh hiacc: -3; S1P3 antag: -5; PMI act satM6P: 0.7; RAM network inh: 1.2; PMI act: 0.8; Redox H2O2 prof: 2.4; TNAP inh noacc: -12

What do the screens show for `CC1Cc2ccccc2N1CC(=O)Nc1ccc2c(c1)OC(F)(F)O2` (centres undefined)?
L major viab: -3; Hsp70 act: -0.3; Efa HMGR inh: -1; TNAP inh hiacc: -3; PMI act satM6P: 1; RAM network inh: 3.5; PMI act: 1; Redox H2O2 prof: -0.7; TNAP inh noacc: -6

What do the screens show for `CC(=O)Nc1ccc(NC(=O)CSc2nc(C)nc3sc(C)c(C)c23)cc1`?
L major viab: 7; Hsp70 act: 0.5; Efa HMGR inh: -6; TNAP inh hiacc: -4; S1P3 antag: -2; PMI act satM6P: 1.1; RAM network inh: 2.1; PMI act: 1; Redox H2O2 prof: 0.3; TNAP inh noacc: -14

Results for O=C(NCc1ccc2c(c1)OCO2)c1ccc2snnc2c1 ?
L major viab: 2; Hsp70 act: -0.2; Efa HMGR inh: -4; TNAP inh hiacc: 2; S1P3 antag: -4; PMI act satM6P: 0.9; RAM network inh: 0.5; PMI act: 0.9; Redox H2O2 prof: 1.1; TNAP inh noacc: -13

Results for Cc1ccc(S(=O)(=O)Nc2ccccc2C(=O)Nc2sccc2C(=O)NN(C)C)cc1 ?
L major viab: 8; Hsp70 act: -0.2; Efa HMGR inh: -2; TNAP inh hiacc: -6; S1P3 antag: -12; PMI act satM6P: 1; RAM network inh: 1.2; PMI act: 1.1; Redox H2O2 prof: 0.4; TNAP inh noacc: -4

Results for Cc1cc(NC(=O)c2cnn3c(C(F)(F)F)cc(-c4ccc(Br)cc4)nc23)no1 ?
L major viab: 10; Hsp70 act: 0.1; Efa HMGR inh: 0; TNAP inh hiacc: -3; PMI act satM6P: 0.9; RAM network inh: 1.7; PMI act: 0.9; Redox H2O2 prof: 0.1; TNAP inh noacc: -2

What do the screens show for `Cc1cc(C)cc(N2C(=O)C3C4C=CC(C4)C3C2=O)c1` (centres undefined)?
L major viab: -5; Hsp70 act: -0.3; Efa HMGR inh: 2; TNAP inh hiacc: 0; S1P3 antag: -19; PMI act satM6P: 0.9; RAM network inh: 3.3; PMI act: 0.9; Redox H2O2 prof: -2.0; TNAP inh noacc: -5

Results for O=C(COC(=O)/C=C/c1ccc(Cl)cc1)NCCC1=CCCCC1 ?
L major viab: 40; Hsp70 act: -0.4; Efa HMGR inh: 4; TNAP inh hiacc: -4; S1P3 antag: -4; PMI act satM6P: 1.1; RAM network inh: 3.0; PMI act: 1.1; TNAP inh noacc: 3

Results for CCCC(=O)c1cc2c(cc1NC(=O)c1ccccc1F)OCCO2 ?
L major viab: -3; Hsp70 act: 0.4; Efa HMGR inh: -6; TNAP inh hiacc: 0; S1P3 antag: -6; PMI act satM6P: 1.1; RAM network inh: 7.3; PMI act: 1.1; Redox H2O2 prof: 13; TNAP inh noacc: -4
